# HCMV inh = qHTS Assay for inhibitors of the human cytomegalovirus (HCMV); HFF cells, HCMV-luciferase reporter, 72 h; hits give low values; AID 1259415, 2018; activity change, negative = inhibition, % at 57.5 µM; 4.5% of 410,000 active; in the data active = activity change below about -60%; inconclusive = no clear call, values can overlap the other calls; inactive = above about -39%
#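 Human foreskin fibroblasts infected with luciferase-reporter HCMV at MOI 1 PFU/cell, compounds at two doses. Luciferase measured 72 h post infection; normalized to buffer-only basal and Salinomycin (10uM) controls.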
# Sm TGR inh = qHTS Assay for the Inhibitors of Schistosoma Mansoni Peroxiredoxins. Schistosoma mansoni thioredoxin glutathione reductase (TGR), Q962Y6. purified TGR, DTNB reduction, TNB absorbance 405 nm. Potency, µM (series often up to 114 µM), inactives show at the top dose activity change, negative = inhibition, usual class: inhibitors. 3% of 360,000 active; also: potency is read from the fitted curve at half-maximal effect; nearly all actives have a fitted effect of over 60% in size
#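 Kinetic colorimetric format: TGR-catalysed, NADPH-driven DTNB reduction monitored via TNB absorbance. Enzyme dispensed at 20 nM; compound exposure 15 min at room temperature before reaction start.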
# HCV inh = qHTS Assay for Inhibitors of Hepatitis C Virus (HCV); Huh7.5.1 HCVcc-Cre infection, luciferase reporter, 44 h; 3.4% of 340,000 active; AID 651820, 2012; Potency, µM (doses to about 41.8 µM), inactives show at the highest dose activity change, negative = inhibition, most hits filed as inhibitors; also: potency is read from the fitted curve at half-maximal effect
#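 Cells seeded at 1,000/well and cultured 4 h, then compounds added followed by HCVcc-Cre virus (~0.5 moi). After 44 h further culture, luciferase substrate was added, plates held 15 min at room temperature, and luminescence read for 15 sec.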
# AMA1-RON2 inh = qHTS for Inhibitors of AMA1-RON; Towards Development of Antimalarial Drug Lead: Primary Screen; Plasmodium falciparum AMA1 (3D7) - RON2 peptide interaction; AlphaScreen AMA1-biotinylated RON2 peptide binding; Potency, µM (series often up to 58.2 µM), for inactives: top-dose activity change, negative = inhibition, actives largely listed as inhibitors; 0.2% of 360,000 active; AID 720542, 2013;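 also: potency is read from the fitted curve at half-maximal effect; 0% = vehicle wells and -100% = peptide control; nearly all actives have a fitted effect of over 45% in size; some results filed as inactive show a strong effect at the top dose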
#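 AMA1 (3D7) with his tag at 25 nM final met compounds first, then biotinylated RON2 peptide at 25 nM; detection used donor plus acceptor beads, 10 µg/mL apiece, read by AlphaScreen after 30 min at room temperature.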
# AmpC detergent = qHTS Inhibitors of AmpC Beta-Lactamase (assay with detergent) | Potency, µM (series often up to 114 µM), inactives show at the highest dose activity change, negative = inhibition, usual class: inhibitors | AmpC hydrolysis of nitrocefin, absorbance 480 nm, 0.01% Triton | P00811 | 0.041% of 370,000 active;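 also: potency is read from the fitted curve at half-maximal effect; 0% = no-compound wells and -100% = no-enzyme wells; nearly all actives have a fitted effect of over 25% in size; some results filed as inactive show a strong effect at the top dose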
# Target sequence (P00811 whole entry, looked up): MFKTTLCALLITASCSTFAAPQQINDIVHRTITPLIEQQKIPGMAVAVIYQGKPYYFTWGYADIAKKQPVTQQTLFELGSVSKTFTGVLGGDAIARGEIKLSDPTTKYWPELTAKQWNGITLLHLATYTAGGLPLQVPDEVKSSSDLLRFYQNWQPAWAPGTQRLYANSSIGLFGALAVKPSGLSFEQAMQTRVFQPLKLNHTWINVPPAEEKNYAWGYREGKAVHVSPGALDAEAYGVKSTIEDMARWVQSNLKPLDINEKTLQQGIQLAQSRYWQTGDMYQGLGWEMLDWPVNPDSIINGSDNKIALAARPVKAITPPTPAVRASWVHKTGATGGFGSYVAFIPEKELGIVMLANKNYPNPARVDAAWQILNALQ
#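 AmpC (5.3 nM in the dispensed reagent) in 20 mM phosphate pH 7.0 with 0.01% (detergent screen) or 0.0001% Triton X-100 was preincubated with compounds for 15 min at room temperature. Nitrocefin was then added from an 800 uM solution, and hydrolysis was followed at 480 nm.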
# Giardia FBPA inh = qHTS Assay for Inhibitors of Fructose-1,6-bisphosphate Aldolase from Giardia Lamblia | A8B2U2 | purified Giardia FBPA | Potency, µM (series often up to 59.6 µM), inactives show at the top dose activity, negative = inhibition, most hits filed as inhibitors | 0.71% of 290,000 active; also: potency is read from the fitted curve at half-maximal effect; nearly all actives have a fitted effect of over 55% in size
# Target sequence (A8B2U2 whole entry, looked up): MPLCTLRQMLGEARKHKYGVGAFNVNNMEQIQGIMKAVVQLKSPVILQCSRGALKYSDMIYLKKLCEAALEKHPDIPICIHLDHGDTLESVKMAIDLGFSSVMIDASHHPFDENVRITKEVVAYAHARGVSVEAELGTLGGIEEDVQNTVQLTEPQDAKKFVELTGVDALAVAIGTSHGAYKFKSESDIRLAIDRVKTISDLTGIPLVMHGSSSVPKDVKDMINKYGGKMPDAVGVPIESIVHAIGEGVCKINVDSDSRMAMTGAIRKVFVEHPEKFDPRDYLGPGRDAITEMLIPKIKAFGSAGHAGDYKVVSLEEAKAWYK
#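 40 nM FBPA preincubated 10 min at RT with compound (up to 57.5 uM final), then substrate plus GAPDH/TPI/NAD/arsenate coupling and diaphorase/resazurin added. Fluorescence read after 20 min at RT, 525/598 nm.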
# * = called active by the depositor; ? = inconclusive; nt = not tested or not shown; [ ] = dose if it differs, or a comment. Unless noted, calls follow the shape of the dose curve; as a rule, active = well fitted curve in the direction sought with a large enough effect; inconclusive = small, poorly fitted or top-dose-only effect, or another doubt; inactive = no such curve, though single readings can be large; an effect the other way counts as inactive or inconclusive. Unless noted, % is scaled to controls: 0 for no effect and ±100 for the full control effect. Not a hit list; about 9.3% have a hit in one of these screens.
SMILES,HCMV inh,Sm TGR inh,HCV inh,AMA1-RON2 inh,AmpC detergent,Giardia FBPA inh
CCOC(=O)Cn1c(C)c(Br)c(=O)c2cccc(C)c21,28,1%,13%,48%[activator],?,9%
O=C(/C=C/c1ccc(F)cc1)c1cc(Br)ccc1O,-24,-13%,-5%,-4%,1%,-3%
Cc1ccc(NS(=O)(=O)c2cc3[nH]c(=O)c(=O)[nH]c3cc2C)c(C)c1,-16,-11%,17%,-23%,-11%,-16%
CN(C)CCCNCCCNC(=O)/C(=N\O)c1ccccc1,8,-28%,6%,33%[activator],-4%,-5%
CCOC(=O)c1cccc(NC(=O)/C=C/c2ccc([N+](=O)[O-])cc2)c1,15,-15%,?,10%[2.32 µM],-3%,-1%
S=P(NCCNP(=S)(N1CC1)N1CC1)(N1CC1)N1CC1,?,nt,-22%,81%[activator],nt,nt
CCCc1ccc(OCc2ccc(C(=O)OC)o2)c(OC)c1,67,1%,?,22%,-1%,-4%
CCCCn1nc(C(=O)N(C)CC(=O)Nc2cccc(F)c2)c2ccccc2c1=O,-19,-5%,8%,-2%,-1%,nt
O=C(Nc1cccc(Cl)c1)c1cc2c(=O)n3ccccc3nc2s1,?,-10%,-4%,-5%,-1%,-3%
COc1ccc(/C=N/Nc2ccccn2)c(OC)c1OC,-10,-15%,-20%,6%,3%,2%
O=C(Nc1cc(C(F)(F)F)ccc1-n1cncn1)c1ccc(Cl)cc1,-4,0%,?,-8%,?,0%
CSCCCNC(=S)Nc1cccc(S(=O)(=O)NC2=NCCC2)c1,?,?,7%,9%,-14%,-6%
O=C(COC(=O)CCOc1ccccc1)Nc1ccc(Cl)cn1,13,-3%,2%,-6%,-1%,0%
CCc1ccccc1Nc1nc(N)nc(COC(=O)CCC(=O)c2ccc(F)cc2)n1,nt,-1%,7%,27%,2%,nt
O=S(=O)(NCC1OCCc2ccccc21)c1ccc(S(=O)(=O)N2CCOCC2)cc1 (stereo not given),-17,0%,-5%,-2%,?,3%
COc1cc2[nH]c(=S)nc(NCC3CCCO3)c2cc1OC (stereo not given),25,-1%,8%,-5%,5%,4%
O=C(N/N=C/c1ccc(N2CCOCC2)cc1)C1COc2ccccc2O1 (stereo not given),3,5%,4%,12%,-13%,2%
CCn1cc(CCC(=O)NCCN2CCOCC2)c2ccccc21,59,8%,2%,2%,1%,-1%
O=C(c1ccco1)N1CCc2ccccc21,-15,2%,-4%,1%,1%,-6%
CN(C(=O)n1cnc2ccccc21)c1ccccc1,-22,6%,-4%,9%,?,0%
Cc1c(Cl)cccc1NC(=S)NC1CCCC1,-33,-2%,-6%,4%,?,-2%
COC(=O)C1=C(c2ccc(-c3ccccc3)c(F)c2)C[C@@H]2CC[C@H]1N2C(=O)N1CCCC1,-72*,4%,2.8µM*,-20%,6%,nt
CSCCC(NC(=O)c1ccc([N+](=O)[O-])cc1Cl)C(=O)OCC(=O)NC1CCCC(C)C1C (stereo not given),-15,-9%,1%,-5%,-15%,-6%
Cc1ccc(S(=O)(=O)c2nc(S(=O)(=O)CCO)sc2N2CCOCC2)cc1,-20,?,16%,2%,-2%,nt
COc1ccc(CC(=O)Nc2c3c(nn2-c2cccc(C)c2C)CS(=O)(=O)C3)cc1,-23,-19%,5%,0%,-3%,-6%
O=C(CCNC(=O)c1ccco1)Nc1ccccc1N1CCOCC1,-7,6%,-8%,-17%,1%,4%
O=C(COC(=O)c1ccc([N+](=O)[O-])o1)Nc1ccc(Br)cc1F,-4,nt,11%,0%,nt,nt
COc1c(Cl)cc(C(=O)Nc2cccc(-c3nc4ccccc4[nH]3)c2)cc1Cl,?,3%,nt,nt,-11%,nt
COC(=O)C(CCSC)NC(=O)CNS(=O)(=O)c1ccc(Cl)cc1 (stereo not given),-2,7%,6%,-4%,-5%,3%
COc1ccc(-c2noc3c2-c2nc(-c4ccccc4)sc2CC3)cc1,-9,nt,4%,0%,nt,nt
C=CCn1nnc2sc3c(c2c1=O)CCC(C)C3 (stereo not given),24,-1%,-15%,-16%,-11%,5%
O=C(O)COc1cccc2nsnc12,0,0%[11.4 µM],17%,-14%,-13%,-25%
COc1cc(C(=O)NCc2ccc3c(c2)CCN3C(=O)c2ccc(Cl)cc2)cc(OC)c1OC,-26,9%,nt,nt,-2%,nt
CCCCN1CC(COCc2ccccc2)Oc2cccc(OCCN3C(=O)[C@@H]4[C@H](C3=O)C3C=C[C@H]4C3)c2S1(=O)=O (stereo not given in full),-34,nt,10µM*,-9%,nt,nt
CCOC(=O)c1csc(Nc2nc3ccc(F)cc3s2)n1,?,14%,?,88%[activator],?,7%
Cc1ccc(/C=c2\sc3nc(-c4ccco4)nn3c2=O)o1,nt,8.9µM*,-5%,-26%,?,-24%
CCC(C)c1ccc(NC(=O)c2[nH]c(C)c(C(C)=O)c2C)cc1 (stereo not given),56,-14%,?,-17%,-14%,-5%
COc1ccc2[nH]c3c(c2c1)CCN1C(=O)C(CC(=O)NC(C)(C)C)C[C@H](C(=O)N2CCCCC2)[C@@]31CCc1ccccc1 (stereo not given in full),-37,nt,3%,-11%,nt,nt
Cc1ccc(S(=O)(=O)CCC(=O)Nc2ccc(OC(F)(F)F)cc2)cc1,0,-11%,nt,nt,10%,nt
Clc1c(-c2ccccc2)nnn1-c1ccccc1,19,1%,18%,-4%,-11%,2%
COc1ccc(-c2nnn(Cc3nc(N)nc(N4CCCCC4)n3)n2)cc1,5,-2%,?,4%,-12%,-1%
CCCNC(=O)Cn1c(=O)cnc2ccccc21,-32,-3%,7%,-19%,-8%,10%
CN(c1ccc(C(=O)COC(=O)C2CC2)cc1)S(C)(=O)=O,38,nt,4%,-21%,nt,nt
CC1(C)CC(=O)C(CC(=O)NC2CCCc3ccccc32)C(=O)C1 (stereo not given),-33,-10%,6%,-3%,-3%,9%
COc1cccc(C(=O)Nc2ccccc2C(=O)N2CCCC2)c1,13,2%,-3%,16%,4%,6%
CC(C)c1ccc(/C=C(\NC(=O)c2ccccc2)C(=O)NCCN2CCOCC2)cc1,17,-3%,nt,nt,0%,nt
C=CCN1C(=O)/C(=C/c2ccc3c(c2)CCCN3CCC)C(=O)NC1=S,121,8.9µM*,-8%,6%,-2%,?
CN(C)CCCNC(=O)C1(O)c2cc(Br)ccc2NC(=O)N1c1c(F)cccc1F (stereo not given),21,2%,16%,1%,0%,3%
C=CCNC(=S)/N=c1/ccccn1CC,-98*,?,25%,4%,1%,?
COc1ccccc1N1CCN(c2ncnc3c2nnn3C)CC1,0,-3%,nt,nt,-3%,nt
Cc1ccc(SCc2nc(N)nc(Nc3ccccc3C)n2)cc1C,-101*,5%,13µM*,14%,-2%,-9%
Cc1cc(=O)n(CC=C(Cl)Cl)c2ccccc12,-2,-3%,?,19%,1%,11%
Cc1cc(Cl)c(S(=O)(=O)N2CCCC2)cc1OCC(N)=O,?,-3%,16%,0%,4%,3%
CC(=O)/C(N=Nc1ccc(SC(F)F)cc1)=C(\C)O,20,2%,?,11%,11%,-15%
O=C1Nc2ccccc2C(=O)N2[C@H](c3cccc(Br)c3)[C@@H]3C(=O)N(Cc4ccccc4)C(=O)[C@@H]3[C@H]12,-60*,-13%,3%[8.37 µM],-1%,-13%,-5%
CC1=C(C#N)CCC(=O)N1Cc1c(F)cccc1Cl,?,8%,1%,-2%,2%,3%
COc1cccc(N2CCN(C(=O)c3cccc(NC(=O)c4nsc5ccccc45)c3)CC2)c1,65,8%,nt,nt,1%,nt
COc1cc(C2NC(=O)CCC2[N+](=O)[O-])c(OC)cc1Br (stereo not given),33,-9%,11%,-9%,4%,2%
C/C(=N\NC(=O)c1c(Br)cnn1C)c1ccc(NC(=O)c2ccc(F)cc2)cc1,?,nt,?,10%,4%,0%
S=C(N/N=C/c1ccc(Cl)c(Cl)c1)Nc1ccccc1Cl,?,0%,?,83%[activator],-12%,1%
# More entries follow.
SMILES,HCMV inh,Sm TGR inh,HCV inh,AMA1-RON2 inh,AmpC detergent,Giardia FBPA inh
O=C(CN1C(=O)NC2(CCCc3ccccc32)C1=O)Nc1ccccc1OC(F)F (stereo not given),-26,-3%,-14%,8%,-12%,nt
Cc1ccnc(NC(=O)CNC(=O)c2cccs2)c1,-25,2%,39%[activator],-4%,-15%,nt
CCOc1ccccc1C(=O)NCC(=O)OCCOc1cccc(Cl)c1,?,-26%,-9%,10%,?,3%
COc1ccc(CCN2C(=O)CC(C(N)=O)SC2=Nc2ccccc2)cc1OC (stereo not given),43,5%,13%,-19%,-2%,-6%
CC(=O)c1c(C)[nH]c(C2=NNC(=NC(C)(C)C)SC2)c1C,73,-33%,5%,25%,-11%,?
CCOC(=O)c1[nH]c2ccccc2c1NC(=O)C(CC)CC,51,-2%,-9%,13%,0%,2%
CC(C)N(Cc1nc(-c2ccc(Cl)cc2)no1)Cc1nccn1C,?,nt,-1%,-23%,-10%,8%
Cc1cc(C)c(O)c(-c2cc(C(=O)Nc3ccc(S(=O)(=O)N4CCOCC4)cc3)[nH]n2)c1,-76*,-13%,10µM*,54%[activator],10%,0%
COCCCN(C(=O)c1ccc(N2CCCC2=O)cc1)c1c(N)n(Cc2ccccc2)c(=O)[nH]c1=O,-12,-8%,-10%,15%,?,nt
O=C(Cn1nnc(-c2ccc(S(=O)(=O)N3CCCC3)cc2)n1)NCC1CCCO1 (stereo not given),21,-5%,0%,21%,-5%,1%
O=[N+]([O-])c1ccc(C(c2ccc([N+](=O)[O-])cc2)c2ccc([N+](=O)[O-])cc2)cc1,-26,nt,?,?,nt,nt
NS(=O)(=O)c1ccc(NC(=S)N2CCCC2)cc1,7,-26%,12%,0%,3%,nt
C/C(=N\O)c1ccc2[nH]ccc2c1,29,-8%,0%,9%,-1%,0%
Cc1ccc(C)c(N2CCN(c3nc4ccc(C(=O)c5ccccc5)cc4n4cnnc34)CC2)c1,3,4%,nt,nt,7%,nt

# 2 entries picked at random from those above:
SMILES,HCMV inh,Sm TGR inh,HCV inh,AMA1-RON2 inh,AmpC detergent,Giardia FBPA inh
CC(=O)c1c(C)[nH]c(C2=NNC(=NC(C)(C)C)SC2)c1C,73,-33%,5%,25%,-11%,?
Cc1ccc(C)c(N2CCN(c3nc4ccc(C(=O)c5ccccc5)cc4n4cnnc34)CC2)c1,3,4%,nt,nt,7%,nt

# Compounds listed so far containing a tert-butyl group (2):
SMILES,HCMV inh,Sm TGR inh,HCV inh,AMA1-RON2 inh,AmpC detergent,Giardia FBPA inh
COc1ccc2[nH]c3c(c2c1)CCN1C(=O)C(CC(=O)NC(C)(C)C)C[C@H](C(=O)N2CCCCC2)[C@@]31CCc1ccccc1 (stereo not given in full),-37,nt,3%,-11%,nt,nt
CC(=O)c1c(C)[nH]c(C2=NNC(=NC(C)(C)C)SC2)c1C,73,-33%,5%,25%,-11%,?

# High-throughput results (PubChem)
